Lmaj promast: Leishmania major promastigote growth inhibition, primary screen; Leishmania major promastigotes, resazurin fluorescence viability; inhibition, % at 10 µM; 9% of 200,000 active; AID 1063, 2008; in the data active means inhibition above about 50%;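 further: promastigotes grown with compound for 44 hours at 28 °C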
PMI act satM6P: human PMI activators, high substrate, primary screen, biochemical, fluorescence intensity, near-saturating mannose 6-phosphate; coupled PMI enzyme assay, resazurin fluorescence, 20 min; hits give high values; 1 = untreated enzyme, 0 = substrate-free blank; Mannose-6-phosphate isomerase (Homo sapiens), P34949; activation factor at 20 µM; 0.34% of 190,000 active;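 active means activation factor of 2 or more at 20 µM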
Target sequence (P34949 whole entry, looked up): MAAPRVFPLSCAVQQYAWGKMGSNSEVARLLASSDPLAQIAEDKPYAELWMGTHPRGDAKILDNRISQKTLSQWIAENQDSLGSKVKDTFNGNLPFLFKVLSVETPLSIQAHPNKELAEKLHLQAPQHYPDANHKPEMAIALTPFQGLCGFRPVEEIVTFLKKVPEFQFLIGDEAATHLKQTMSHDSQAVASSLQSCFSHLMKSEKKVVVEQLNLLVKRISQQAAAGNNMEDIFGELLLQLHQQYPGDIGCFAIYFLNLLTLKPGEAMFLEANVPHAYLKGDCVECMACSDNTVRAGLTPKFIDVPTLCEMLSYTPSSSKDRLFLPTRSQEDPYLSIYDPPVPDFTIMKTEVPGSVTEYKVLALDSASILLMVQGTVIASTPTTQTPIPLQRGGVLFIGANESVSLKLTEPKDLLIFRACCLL
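assay system = human phosphomannose isomerase with PGI, G6PDH, diaphorase coupling enzymes | quantity = 15 ng/mL PMI | incubation = enzyme reaction with compound 20 min at room temperature | medium = HEPES pH 7.4 buffer with MgCl2 and Tween-20 | compound dosing = one concentration, 20 µM, in 1% DMSO | measured by = Diaphorase-driven resazurin-to-resorufin fluorescence, excitation 544, emission 590 nm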
bIAP inhibitor: bovine intestinal alkaline phosphatase inhibitors, primary screen, selectivity assay for TNAP inhibitor project, biochemical, bovine IAP, CDP-star luminescence. purified bovine IAP, 30 min. alkaline phosphatase, intestinal [Bos taurus]. inhibition, % at 20 µM. AID 1019, 2008. 190,000 tested, under 10 active;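 active means over 50% inhibition of intestinal alkaline phosphatase at 20 µM in the single-dose screen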
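Assay system: bovine IAP enzyme; medium: DEA buffer 100 mM, pH 9.8, with MgCl2 1.0 mM, ZnCl2 0.02 mM; doses: 20 µM single dose; incubation: enzyme reaction for 30 min at room temperature; detection: CDP-star luminescence signal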
TNAP inh noacc: human TNAP enzyme inhibitors, primary screen, biochemical, luminescent, no phosphate acceptor, uHTS; Alkaline phosphatase, tissue-nonspecific isozyme (Homo sapiens), P05186; purified TNAP, CDP-star luminescence, 30 min; inhibition, % at 20 µM; 0.26% of 200,000 active; AID 1012, 2008;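 active means tissue-nonspecific alkaline phosphatase inhibition above about 50% at 20 µM in the single-dose screen, limit read from the data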;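 further: 0% = DMSO negative control and 100% = EDTA positive control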
Target sequence (P05186 whole entry, looked up): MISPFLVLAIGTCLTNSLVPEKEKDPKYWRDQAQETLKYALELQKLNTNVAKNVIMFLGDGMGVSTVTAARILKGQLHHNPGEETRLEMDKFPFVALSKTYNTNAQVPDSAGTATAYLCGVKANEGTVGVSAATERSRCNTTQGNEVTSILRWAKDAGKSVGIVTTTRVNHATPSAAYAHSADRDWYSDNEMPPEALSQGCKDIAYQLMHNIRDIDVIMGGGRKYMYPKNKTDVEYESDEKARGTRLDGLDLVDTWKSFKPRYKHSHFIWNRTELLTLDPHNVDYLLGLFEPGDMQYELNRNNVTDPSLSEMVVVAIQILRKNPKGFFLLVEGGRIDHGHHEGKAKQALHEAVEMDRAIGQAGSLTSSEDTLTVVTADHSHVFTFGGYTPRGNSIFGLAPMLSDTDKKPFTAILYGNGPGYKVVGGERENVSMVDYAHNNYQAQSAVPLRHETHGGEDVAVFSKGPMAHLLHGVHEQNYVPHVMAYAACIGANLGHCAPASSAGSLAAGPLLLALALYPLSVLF
TNAP inh hiacc: human TNAP enzyme inhibitors, primary screen, biochemical, luminescent, high phosphate acceptor level, uHTS. Alkaline phosphatase, tissue-nonspecific isozyme (Homo sapiens), P05186. purified TNAP, CDP-star luminescence, 1 M DEA. inhibition, % at 20 µM. 0.03% of 200,000 active. AID 1135, 2008;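 active means over 50% inhibition of tissue-nonspecific alkaline phosphatase at 20 µM in the single-dose screen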;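 further: plate controls were DMSO wells for no effect and EDTA-quenched wells as full inhibition for full effect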
bIAP activator: bovine intestinal alkaline phosphatase activators, primary screen, biochemical, bovine IAP, CDP-star luminescence. alkaline phosphatase, intestinal [Bos taurus]. AID 1016, 2008. activation factor at 20 µM. 0.17% of 200,000 active. purified bovine IAP, 30 min; hits give high values; fold of DMSO-control signal, blank-subtracted;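 active means activation factor of 2 or more at 20 µM, a signal rise over negative controls twice the positive control's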
TNAP act hiacc: TNAP activators at high phosphate acceptor level, primary screen, biochemical, luminescence, uHTS; activation factor at 20 µM; purified TNAP, CDP-star luminescence, 1 M DEA, 30 min; hits give high values; 0 = EDTA background, 1 = DMSO-only activity; 200,000 tested, under 10 active;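 active means activation factor at least 2 at 20 µM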
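Dosing: 20 µM single point. System: human TNAP. Amount: TNAP 1/800 final. Incubation: 30 min, room temperature. Read-out: TNAP activation factor scaled between EDTA and DMSO control wells. Signal: luminescence from CDP-star hydrolysis. Medium: 1 M DEA, pH 9.8, Mg2+, Zn2+. Control set: EDTA negative control, DMSO positive control.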
PMI activator: activators of human PMI, primary screen, biochemical, fluorescence intensity, near-Km mannose 6-phosphate | purified human PMI, coupled resazurin fluorescence, 20 min; hits give high values; 1 = vehicle control, 0 substrate-free wells | Mannose-6-phosphate isomerase (Homo sapiens), P34949 | AID 1214, 2008 | activation factor at 20 µM | 0.005% of 190,000 active;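 active means activation factor of 2 or more at 20 µM, relative to plate controls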
Diaphorase act: compounds boosting diaphorase resazurin reduction – biochemical, uHTS, resorufin fluorescence, counter-screen for diaphorase-coupled primary assays, primary screen. Diaphorase/resazurin coupled assay, 16 min; hits give high values; 1 = vehicle wells, 0 = NADH-free wells. AID 1229, 2008. activation factor at 20 µM. 0.005% of 190,000 active;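 active means diaphorase activity raised at least twofold by the compound at 20 µM; inactive means activation factor below 2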
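Measured by – red resorufin fluorescence at 544/590 nm excitation/emission · Test system – Clostridium kluyveri diaphorase, purified enzyme · Incubation – reaction time 16 min, room temperature · Buffer or medium – 50 mM HEPES pH 7.4 with 4.542 mM MgCl2, 0.005% Tween 20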
Diaphorase inh: diaphorase inhibitors and chemical oxidizers, primary screen, counter-screen for diaphorase-coupled primary assays, biochemical, uHTS, resorufin fluorescence. diaphorase resazurin-to-resorufin fluorescence, NADH, 16 min; bacterial (C. kluyveri) enzyme, not human. inhibition, % at 20 µM. 0.69% of 190,000 active. AID 1217, 2008;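 active means primary screen inhibition at 20 µM above a set limit, cut at about 50% in these data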;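 further: plate controls were DMSO with full reaction for no effect and wells lacking NADH for full effect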
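Test system: diaphorase enzyme from Clostridium kluyveri; amount: diaphorase at 0.14 U/mL in enzyme working solution; detection: fluorescence of resorufin formed from resazurin, Ex 544/Em 590 nm; times: reaction incubation of 16 min at room temperature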
* hit, by the source's call; . = no result given.

SMILES	Lmaj promast	PMI act satM6P	bIAP inhibitor	TNAP inh noacc	TNAP inh hiacc	bIAP activator	TNAP act hiacc	PMI activator	Diaphorase act	Diaphorase inh
NS(=O)(=O)c1ccc(N2N=C(c3ccccc3)CC2c2cccc(F)c2)cc1 (stereo unspecified)	41	0.7	11	-27	-3	0.9	1	0.7	0.8	23
NC(=O)C1CCN(c2ccc([N+](=O)[O-])cc2Cl)CC1	6	0.7	-1	-4	2	1	1	0.8	0.8	21
CC1CCN(CCC(=O)Nc2ccc3c(c2)OCCO3)CC1	0	1	12	-14	-4	0.9	1	1.1	0.9	6
COc1ccc(C(=S)N2CCC(C(N)=O)CC2)cc1Br	-10	0.9	-1	-26	0	1	1	1	1	3
Cc1ccc(-n2[nH]c(C)c(C=Nc3ccc(C)cn3)c2=O)cc1	-4	0.9	-13	-16	-4	1.1	1	0.9	0.9	14
COc1cccc(/C=N/N2C(=O)CSC2=S)c1O	-8	1.3	-8	-158	7	1.1	0.9	0.9	0.5	47
COC(=O)C1CCN(C(=O)c2ccccc2NC(C)=O)CC1	-6	1	-2	-5	-1	1	1	0.9	1	0
CC(=O)n1nc(-c2cccc(C)c2)nc1SCC(=O)Nc1ccccc1	6	0.9	10	24	-2	0.9	1	0.8	0.9	14
C=CCn1c(-c2ccccc2)nc2nc3ccccc3nc21	4	1.1	-2	-4	-2	1	1	1	1	1
CCOC(=O)CSc1nc2c(sc3ccc([N+](=O)[O-])cc32)c(=O)n1Cc1ccco1	6	0.9	-59	-8	-2	1.6	1	0.9	0.8	20
c1ccc(OCc2nn3c(-c4ccncc4)nnc3s2)cc1	-8	1.1	4	-1	-6	1	1.1	1	1.1	-8
O=C(c1c[nH]c2ccc(F)cc2c1=O)N1CCCCCC1	-7	1.1	-11	-6	-2	1.1	1	1	1.1	-5
CN1CCN(C(=O)/C(C#N)=C/c2ccc(F)cc2)CC1	10	0.9	-5	-5	-3	1	1	1.1	1	3
O=C(c1ccccc1-c1nc(-c2ccccc2)no1)N1CCCC1	-2	1.1	-4	-9	-1	1	1	1.1	0.9	6
O=C(NCc1ccncc1)c1cncc(Br)c1	0	1	-12	-10	-3	1.1	1	1	1.1	-12
COc1ccc(N2CC(C(=O)Nc3ccc(F)cc3F)CC2=O)cc1 (stereo unspecified)	-10	0.9	10	-7	3	0.9	1	0.9	0.9	8
COc1cc2[nH]c(=O)n(CCCCCC(=O)N3CCN(c4ccccc4)CC3)c(=O)c2cc1OC	16	0.9	-7	-10	-1	1.1	1	0.7	0.8	16
CCOC(=O)c1cnc2ccccc2c1Nc1cccc(C(=O)O)c1	-5	1.2	-20	-13	-4	1.2	1	1.3	1	-3
Cc1nnc(NC(=O)COc2ccc3c(C)cc(=O)oc3c2)s1	1	1.2	10	-18	-10	0.9	1.1	1.1	0.8	20
O=C1c2ccccc2OC2(C=Cc3ccccc3O2)N1Cc1ccccc1 (stereo unspecified)	24	0.9	.	-17	-4	0.5	1	0.9	0.8	18
CCC(c1nnnn1C1CCCC1)N1CCN(c2cccc(OC)c2)CC1 (stereo unspecified)	0	1	-18	-12	-6	1.2	1.1	1.1	0.8	16
Cc1cccc(Cn2c(Cc3ccccc3)nc3ccccc32)c1	92*	0.9	2	-22	-2	1	1	0.8	0.8	23
CCc1c(C)nc(SCC(=O)Nc2ccc3c(c2)OCCO3)[nH]c1=O	-2	0.8	-4	-10	-5	1	1	0.9	0.8	22
O=C(CSc1ncccn1)Nn1cnnc1	-6	1	5	2	-4	1	1	0.9	0.9	5
O=C(NC1CCCCC1)NC1CC2CCC(C1)N2C(=S)NCc1ccco1 (stereo unspecified)	-3	1.1	-1	-8	-2	1	1	1	1	1

Continuation:
SMILES	Lmaj promast	PMI act satM6P	bIAP inhibitor	TNAP inh noacc	TNAP inh hiacc	bIAP activator	TNAP act hiacc	PMI activator	Diaphorase act	Diaphorase inh
O=C(COC(=O)c1ccccc1Br)NCCN1C(=O)CSC1=O	-7	1.1	1	-18	1	1	1	1.2	1	-4
O=C(COC(=O)CCN1C(=O)c2ccccc2C1=O)Nc1ccc(S(=O)(=O)N2CCCC2)cc1	1	1	-2	-4	-1	1	1	1	0.8	20
Cc1cccc(Nc2nnc(C)c(=O)n2N)c1	-6	0.9	0	-13	-1	1	1	0.9	0.9	9
COc1cc(OCC(N)=O)cc(OC)c1OC	2	0.9	0	-5	1	1	1	1	0.9	7
CCN(CC)c1nc(SCC(=O)O)nc(N(CC)CC)n1	-14	0.9	-2	-8	0	1	1	0.9	0.9	14
CN1CCN(c2ccc(C(=O)c3ccc(F)cc3)cc2)CC1	68*	0.9	-2	3	-6	1	1.1	1.1	0.9	10
O=C(COc1ccc2ccccc2c1)N1CCN(C(=O)c2ccc([N+](=O)[O-])cc2)CC1	16	1	3	-6	-4	1	1	1.1	0.9	6
Cn1c(C2=C(O)CN(Cc3ccccc3)C2=N)[n+](C)c2ccccc21	8	1	.	2	-6	0.5	1.1	1	0.9	9
CC(Oc1cc(F)ccc1[N+](=O)[O-])C(=O)Nc1ccc(S(=O)(=O)N2CCCC2)cc1 (stereo unspecified)	31	1	2	-4	-4	1	1	1.1	0.9	8
CC1CCN(C(=O)C2CCC(C)(C(=O)O)C2(C)C)CC1 (stereo unspecified)	-4	1	10	-7	-6	0.9	1.1	1.1	1	0
CCOC(=O)C(=CNc1cccc(N)n1)C(=O)OCC	0	1	4	-3	-6	1	1.1	1	0.9	9
COc1ccc(/C=C(\C#N)C(=O)c2c(C)[nH]c3ccccc23)cc1OC	3	0.9	-6	2	0	1.1	1	0.9	0.8	17
O=C1CN(c2ccc(Cl)cc2)C2(CCCCC2)S1	66*	1	6	-11	-6	0.9	1.1	1	0.9	9
Cc1csc(N/N=C/c2ccccn2)n1	95*	1.2	24	-16	0	0.8	1	1.1	1	4
Cc1cccc(-n2nc3c(c2NC(=O)c2ccc(Br)o2)CSC3)c1C	17	1	13	-9	2	0.9	1	0.9	0.9	12
COc1ccc(/C=N/NC(=O)c2cccc(NC(C)=O)c2)c(OC)c1	5	1.1	-2	-10	-5	1	1.1	1.1	1.1	-8
COc1cccc(CC(=O)Nc2ccccc2C(=O)N2CCOCC2)c1	-6	0.9	1	-11	-2	1	1	1	0.9	9
Cc1noc2ncnc(Sc3ccc(Br)cc3)c12	67*	1.1	2	-10	-5	1	1	1	0.9	11
Cc1ccc2nc(N/N=C/c3ccco3)cc(C)c2c1	62*	0.9	19	-21	-4	0.8	1	0.9	1.1	-12
Cc1ccc(Nc2nc3ccccc3n3nnnc23)cc1	5	0.9	-5	-7	-1	1	1	0.9	0.9	7
COc1ccc(S(=O)(=O)Nc2cccnc2)c(Cl)c1Cl	1	1	3	-4	-6	1	1.1	0.9	0.2	77*
O=C(c1cccs1)N1CCN(Cc2cccnc2)CC1	.	1	-4	-13	-2	1	1	0.9	0.7	25
CCN(CC)CCN1C(=O)C(=O)/C(=C(/O)c2c(C)[nH]c(C(=O)OC)c2C)C1c1ccccc1OC (stereo unspecified)	0	1.6	3	-10	2	1	1	1.3	0.9	12
c1ccc(Nc2nc(-c3ccncc3)cs2)nc1	32	0.9	27	-4	0	0.7	1	0.9	0.9	10
CCN(CC)C(=S)SCC(=O)Nc1ccc(S(N)(=O)=O)cc1	-4	1	-2	-1	0	1	1	1	0.9	8

Part of the list above, reduced to PMI act satM6P and Diaphorase act:
Compound	PMI act satM6P	Diaphorase act
Cc1cccc(Nc2nnc(C)c(=O)n2N)c1	0.9	0.9
COc1ccc(/C=C(\C#N)C(=O)c2c(C)[nH]c3ccccc23)cc1OC	0.9	0.8
Cc1cccc(-n2nc3c(c2NC(=O)c2ccc(Br)o2)CSC3)c1C	1	0.9

(list continues)
SMILES	Lmaj promast	PMI act satM6P	bIAP inhibitor	TNAP inh noacc	TNAP inh hiacc	bIAP activator	TNAP act hiacc	PMI activator	Diaphorase act	Diaphorase inh
N#C/C(=N\Nc1ccc(F)cc1)C(=N)N1CCCCC1	78*	1	39	-3	-4	0.6	1	1	1	-1
O=C(Nc1cccc2ncccc12)c1ccc(F)cc1	7	1	-2	-21	-1	1	1	0.9	0.9	7
O=c1[nH]c(NC2CCCCC2)c([N+](=O)[O-])c(=O)[nH]1	-8	1	18	-12	-5	0.8	1.1	1	0.9	11
Cc1cc(C(=O)OCC(=O)Nc2ncc(C(F)(F)F)cc2Cl)c(C)o1	-4	1.1	10	-6	3	0.9	1	1	0.9	9
COC(=O)C1C(=O)c2c([nH]c(C(=O)OC3CCCC3C)c2C)CC1C (stereo unspecified)	29	0.9	11	-9	1	0.9	1	0.9	0.9	12
CC(=O)N1CCN(c2ccc(Oc3nnnn3-c3ccccc3)cc2)CC1	-7	1	-1	-11	-7	1	1.1	1	0.9	9
Cc1cc(C)n(-c2ccc(Cl)c(C(=O)NCc3ccccc3)n2)n1	-5	1	-10	-17	-6	1.1	1.1	1	1.1	-6
N#CC1=C(N)N2C(=C(C#N)C13CCCC3)Nc1ccccc12	-3	0.9	8	-2	0	0.9	1	0.9	0.9	7
Cc1[nH]c2ccccc2c1C(=O)C(=O)NCCC1=CCCCC1	5	1	12	-6	7	0.9	0.9	0.9	0.9	12
Cc1cc(C)c2c(n1)sc1c(-c3ccccc3)c(C#N)c(N)nc12	-2	1.1	.	-6	-4	0.5	1	0.9	1	-1
COCCOC(=O)C1=C(N)OC2=C(C(=O)CC(C)(C)C2)C1c1cccnc1 (stereo unspecified)	82*	1	7	-4	-6	0.9	1.1	0.9	1	0

Look-ups from above.
Diaphorase inh, Cc1cc(C)n(-c2ccc(Cl)c(C(=O)NCc3ccccc3)n2)n1 reads -6
bIAP inhibitor, CC(=O)N1CCN(c2ccc(Oc3nnnn3-c3ccccc3)cc2)CC1 reads -1

Rows were taken by chance. Share with any hit: about 10%.
